Pol kappa inh – qHTS for Inhibitors of Polymerase Kappa; 0.53% of 400,000 active; purified Pol kappa, fluorescent DNA synthesis assay, 10 min; DNA polymerase kappa (Homo sapiens), Q9UBT6; Potency, µM (highest dose often 107 µM), for inactives: at the top dose activity, negative = inhibition, actives largely listed as inhibitors; AID 588579, 2011; note: potency is the fitted concentration of half-maximal effect; % is set by controls: 0 for no effect and ±100 for the full control effect
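10 nM Pol kappa preincubated 15 min at room temperature with compounds, then reaction started with substrate at 50 nM final. Fluorescence read kinetically at 0 and 10 min; buffer-only wells served as negative control.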
RXFP1 antag – qHTS Assay for Antagonists of the Relaxin Receptor RXFP1. Relaxin receptor 1 (Homo sapiens), Q9HBX9. HEK293-RXFP1, relaxin-stimulated cAMP HTRF, 30 min; hits give low values. AID 1259400, 2018. activity change, negative = inhibition, % at 57.5 µM. 0.59% of 350,000 active;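 active = activity change of -60% or lower, but not beyond a set lower limit; inconclusive = change between -60% and -40%, or beyond the set limit; inactive = change above -40%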; note: % is set by controls: 0 for no effect and ±100 for the full control effect
Pol iota inh – qHTS for Inhibitors of Polymerase Iota. Potency, µM (top dose mostly 115 µM), inactives show at the top dose activity, negative = inhibition, actives largely listed as inhibitors. 1% of 390,000 active. Pol iota fluorescent replication assay, 10 min. AID 588590, 2011. DNA polymerase iota (Homo sapiens), Q9UNA4; note: potency is the fitted concentration of half-maximal effect
Target sequence (Q9UNA4 whole entry, looked up): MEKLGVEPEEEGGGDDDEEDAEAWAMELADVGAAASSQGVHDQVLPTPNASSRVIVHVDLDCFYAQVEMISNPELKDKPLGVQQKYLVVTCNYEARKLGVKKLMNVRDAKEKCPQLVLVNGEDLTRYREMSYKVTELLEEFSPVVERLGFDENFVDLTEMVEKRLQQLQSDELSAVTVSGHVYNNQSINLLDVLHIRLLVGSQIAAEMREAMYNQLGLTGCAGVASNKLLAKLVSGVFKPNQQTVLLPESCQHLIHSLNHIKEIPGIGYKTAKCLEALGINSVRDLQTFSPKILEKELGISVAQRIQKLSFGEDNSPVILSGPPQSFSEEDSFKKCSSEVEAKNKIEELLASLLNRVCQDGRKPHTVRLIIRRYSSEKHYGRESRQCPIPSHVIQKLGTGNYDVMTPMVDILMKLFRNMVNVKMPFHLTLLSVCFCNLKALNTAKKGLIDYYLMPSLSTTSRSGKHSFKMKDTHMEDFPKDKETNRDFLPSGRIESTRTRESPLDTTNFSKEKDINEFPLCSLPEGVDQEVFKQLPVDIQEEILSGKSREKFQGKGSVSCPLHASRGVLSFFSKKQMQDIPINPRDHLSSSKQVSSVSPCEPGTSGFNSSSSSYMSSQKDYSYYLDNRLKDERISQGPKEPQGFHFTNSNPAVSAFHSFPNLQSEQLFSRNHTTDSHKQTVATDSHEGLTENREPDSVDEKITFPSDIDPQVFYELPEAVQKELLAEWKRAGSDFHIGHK
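Fluorescent replication assay read twice, at 0 min and 10 min after adding 50 nM (final) substrate. Enzyme (10 nM) and compounds were first incubated 15 min at room temperature; enzyme-free buffer wells were negative controls.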
Pol eta inh – qHTS for Inhibitors of Polymerase Eta; DNA polymerase eta (Homo sapiens), Q9Y253; recombinant Pol eta, fluorescent DNA replication assay; Potency, µM (top dose mostly 114 µM), without a hit: top-dose activity change, negative = inhibition, usual class: inhibitors; 1.2% of 390,000 active; AID 588591, 2011; note: potency is the fitted concentration of half-maximal effect; % is set by controls: 0 for no effect and ±100 for the full control effect
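Pol eta at 10 nM preincubated with compounds 15 min at room temperature; reaction started with fluorescent substrate (50 nM final) and read kinetically at 0 and 10 min.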
Anesthetic bind – qHTS Assay for Identification of Novel General Anesthetics; Ferritin light chain (Equus caballus), P02791; Potency, µM (doses to about 77.5 µM), without a hit: top-dose activity change, negative = displacement, usual class: inhibitors; apoferritin/1-aminoanthracene competitive binding, fluorescence; AID 485281, 2010; 0.074% of 350,000 active; note: potency is the fitted concentration of half-maximal effect; % is set by controls: 0 for no effect and ±100 for the full control effect; nearly all actives have a fitted effect of over 20% in size
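Read-out: endpoint 1-AMA fluorescence, excitation 380 nm and emission 535 nm, after compounds sit 10 min at room temperature with 10 uM horse-spleen apoferritin in 50% saturated 1-AMA/PBS. Values come from four-parameter Hill fits.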
BLM helicase inh – qHTS Assay for Inhibitors of Bloom's syndrome helicase (BLM); 0.2% of 350,000 active; AID 2528, 2010; Potency, µM (titrated, usually from 56.1 µM), without a hit: top-dose activity change, negative = inhibition, usual class: inhibitors; recombinant BLM DNA unwinding, fluorescence dequenching;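 note: potency is the fitted concentration of half-maximal effect; plate controls were vehicle for no effect and no enzyme for full effect; nearly all actives have a fitted effect of over 35% in size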
PGK inhibitor – qHTS Assay to Find Inhibitors of Phosphoglycerate Kinase | Phosphoglycerate kinase, glycosomal (Trypanosoma brucei brucei), P07378 | PGK/GAPDH coupled, Kinase-Glo luminescence, 60 min | Potency, µM (top dose mostly 57.5 µM), inactives show at the top dose activity change, negative = inhibition, hits mostly inhibitors | 0.043% of 380,000 active | AID 602233, 2012; note: potency is the fitted concentration of half-maximal effect; % is set by controls: 0 for no effect and ±100 for the full control effect; nearly all actives have a fitted effect of over 60% in size
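Luminescent ATP detection (Kinase-Glo Plus) follows a 60-minute room-temperature incubation, with wells lacking PGK as controls. Buffer: 100 mM TEA (pH 7.6), 5 mM MgCl2, 0.01% Tween-20. Coupling enzyme GAPDH (100 nM final) supplies unstable 1,3-BPG in-well.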
APE1 inh – qHTS Assay for Inhibitors of the Human Apurinic/apyrimidinic Endonuclease 1 (APE1) | AID 2517, 2012 | 0.35% of 350,000 active | Potency, µM (top dose mostly 65.8 µM), for inactives: top-dose activity change, negative = inhibition, usual class: inhibitors | recombinant APE1, TAMRA/BHQ-2 abasic DNA cleavage fluorescence;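 note: potency is the fitted concentration of half-maximal effect; plate controls were vehicle for no effect and reference inhibitor for full effect; nearly all actives have a fitted effect of over 55% in size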
Target sequence (P27695 whole entry, looked up): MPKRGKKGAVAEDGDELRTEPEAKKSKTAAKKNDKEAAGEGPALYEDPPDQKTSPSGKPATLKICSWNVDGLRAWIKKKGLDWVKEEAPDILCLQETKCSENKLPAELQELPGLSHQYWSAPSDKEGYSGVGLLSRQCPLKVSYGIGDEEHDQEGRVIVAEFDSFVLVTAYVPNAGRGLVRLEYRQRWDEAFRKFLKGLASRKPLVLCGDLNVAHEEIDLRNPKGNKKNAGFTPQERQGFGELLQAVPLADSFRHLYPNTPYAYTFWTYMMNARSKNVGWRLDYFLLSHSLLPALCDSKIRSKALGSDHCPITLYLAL
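0.75 nM APE1 + cpd, 15 min RT; start w/ 50 nM TAMRA/BHQ-2 THF-abasic dsDNA; kinetic fluor 525/598 nm ×3 reads @60 s; Δ(read3−read1); normalized to DMSO and NSC13755 control wells.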
POLB inh – qHTS Assay for Inhibitors of DNA Polymerase Beta | Pol beta primer extension/strand displacement, fluorescence kinetic | Potency, µM (doses to about 114 µM), for inactives: top-dose activity change, negative = inhibition, most hits filed as inhibitors | 1.3% of 340,000 active; note: potency is the fitted concentration of half-maximal effect; % is set by controls: 0 for no effect and ±100 for the full control effect
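Homogeneous kinetic assay of primer extension and strand displacement by 10 nM Pol beta, preincubated 15 min at room temperature with compound before 50 nM substrate (final) was added. Read at 0 and 10 min; four-parameter Hill fit.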
Numbers without * were called inactive; i = inactive; ? = inconclusive; · = not tested or not shown; & = joins results of further samples; [ ] = another dose, or the depositor's remark. Unless noted, calls come from the whole dose curve; as a rule, active = well fitted curve in the direction sought with a large enough effect; inconclusive = small, poorly fitted or top-dose-only effect, or another doubt; inactive = no such curve, though single readings can be large; an effect the other way counts as inactive or inconclusive. An excerpt, so the mix of outcomes need not match the whole.

SMILES	Pol kappa inh	RXFP1 antag	Pol iota inh	Pol eta inh	Anesthetic bind	BLM helicase inh	PGK inhibitor	APE1 inh	POLB inh
COc1ccc(N(C(=O)c2ccco2)C(C(=O)NC2CCCC2)c2ccc(OC)c(OC)c2)cc1 (stereo not given)	0%	4	18%	-18%	-11%	-1%	-7%	30%[12.4 µM]	-7%
O=C(Cn1nnc(-c2ccccc2F)n1)Nc1ccc(C(=O)N2CCOCC2)cc1	4%	-9	7%	-9%	-4%	2%	i	18%	7%
Cc1ccc(-c2nn(-c3ccccc3)cc2/C=N/NC(=O)CSc2nnc(C)n2-c2ccccc2)cc1	-23%	-13	9%	-24%	?	-5%	-3%	-6%	11%
CCN(C(=O)COC(=O)c1ccc2ccccc2c1)c1c(N)n(Cc2ccccc2)c(=O)[nH]c1=O	-21%	5	?	-14%	·	·	-2%	-10%	·
C[C@H](NC(=O)c1nc[nH]c1C(=O)N(C)Cc1ccccc1)C(=O)OC(C)(C)C	0%	·	25%	-12%	·	·	-8%	-3%	·
Cc1cc(C)cc(N(CC(=O)NC2CCCC2)C(=O)CNC(=O)c2cccs2)c1	7%	-3	65%[activator]	-15%	-1%	-2%	i	11%[12.4 µM]	22%
COc1cccc(NC(=O)CN(C)C(=O)c2ccccn2)c1	-7%	1	-12%	-6%	·	·	-3%	2%	·
COc1ccccc1/C=N/NC(=O)c1nnn(-c2nonc2N)c1-c1cccs1	-19%	?	-57%	-9%	-4%	-11%	5%	-14%	-4%
Cc1ccc(OCC(=O)OCc2cc(=O)n3ccsc3n2)cc1C	0%	·	-19%	-2%	-14%	0%	0%	·	28%
Cc1cc2c(cc1[N+](=O)[O-])NC(CNC(C)C)CC2 (stereo not given)	-2%	2	-20%	-20%	4%	3%	-2%	1%	25%
COc1ccccc1NC(=S)NNC(=O)c1nn(C)c(C)c1Cl	-6%	3	29%	13%	-8%	0%	2%	0%	25%
CCOC(=O)C1CCCN(C(=O)/C=C/c2ccc([N+](=O)[O-])cc2)C1 (stereo not given)	-8%	3	19%	-10%	-2%	6%	0%	6%	22%
Cc1ccnn1C(C)C(=O)O (stereo not given)	5%	0	1%	1%	-4%	-5%	-6%	-2%	12%
COc1ccc(OCC(=O)Nc2cccc3cccnc23)cc1	-20%	4	27%	-16%	0%	-5%	3%	-8%	0%
COc1ccccc1C(=O)NC(=O)COC(=O)C1(C)CC1(Cl)Cl (stereo not given)	-16%	-2	1%	-17%	·	·	-4%	-18%	·
CN(c1ccccc1)S(=O)(=O)c1ccc(C(=O)OCC(=O)NCc2cccs2)cc1	3%	2	5%	1%	-7%	-1%	-3%	4%	9%
O=C(C1CCN(S(=O)(=O)c2c(Cl)cccc2Cl)CC1)N1CCCC1	0%	-13	53%[activator]	-20%	·	·	-3%	4%	·
O=C(/C=C/c1cccc([N+](=O)[O-])c1)Nc1ccc(NC(=O)c2cccs2)cc1	8%	·	15%	?	-4%	-23%	i	1%	0%
O=C(CCc1nnc2ccc(NCc3ccco3)nn12)Nc1ccccn1	5%	-15	20%	28µM*	-10%	-12%	?	7%	?
CC(C)CNC(=O)[C@H](Cc1ccccc1)NC(=O)c1cccs1	4%	4	24%	-21%	-4%	-3%	3%	6%	0%
Cc1nn(CCC(=O)NNC(=S)Nc2ccccc2)c(C)c1Br	0%	-14	17%	-20%	-6%	7%	i	5%	42%
CCOC(=O)NCc1ccccc1	-5%	·	?	-4%	-17%	-2%	-9%	3%	53%
Cc1cccc(N2C(=O)C(CC(=O)Nc3cccc(F)c3)N(Cc3cccs3)C2=O)c1 (stereo not given)	0%	-10	?	-15%	4%	-5%	-8%	·	6%
CC(C)=NOc1nc(N(C)C)nc(N2CCOCC2)n1	-2%	-6	179%[activator]	-14%	9%	1%	-1%	3%	6%
COc1ccc(OC)c(-c2csc(NC(=O)Cc3ccccc3)n2)c1	-9%	-6	122%[activator]	-23%	47%[activator]	-13%	i	19%	-8%
CCN1C(=NCCc2ccccn2)N[C@@H](c2cccc(F)c2)C(C(=O)OC)=C1C	-21%	·	18%	-16%	-1%&-12%	0%&2%	-1%	12%&-3%	3%&53%
O=C(CSCc1ccco1)N1CCc2ccccc21	-9%	-11	-2%	-16%	?	-2%	-9%	30%	23%
O=c1[nH]c(CN2CCN(c3ccccc3O)CC2)nc2ccccc12	-2%	-7	10%	4%	-10%	1%	3%	-6%	26%
O=C(c1cc2ccccc2oc1=O)N(Cc1ccccc1)C1CCS(=O)(=O)C1 (stereo not given)	-8%	8	15%	8%	-14%	3%	-2%	-5%	3%
Cc1ccc(Nc2nc(Nc3ccc(C)cc3)nc(SC3=NCCS3)n2)cc1	-11%	8	-13%	-3%	?	-19%	-7%	0%	8%

An excerpt of these results, bar-delimited:
Structure | Pol kappa inh | RXFP1 antag | Pol iota inh | Pol eta inh | Anesthetic bind | BLM helicase inh | PGK inhibitor | APE1 inh | POLB inh
Cc1nn(CCC(=O)NNC(=S)Nc2ccccc2)c(C)c1Br | 0% | -14 | 17% | -20% | -6% | 7% | i | 5% | 42%
CCOC(=O)NCc1ccccc1 | -5% | · | ? | -4% | -17% | -2% | -9% | 3% | 53%
Cc1cccc(N2C(=O)C(CC(=O)Nc3cccc(F)c3)N(Cc3cccs3)C2=O)c1 (stereo not given) | 0% | -10 | ? | -15% | 4% | -5% | -8% | · | 6%
CC(C)=NOc1nc(N(C)C)nc(N2CCOCC2)n1 | -2% | -6 | 179%[activator] | -14% | 9% | 1% | -1% | 3% | 6%
COc1ccc(OC)c(-c2csc(NC(=O)Cc3ccccc3)n2)c1 | -9% | -6 | 122%[activator] | -23% | 47%[activator] | -13% | i | 19% | -8%
CCN1C(=NCCc2ccccn2)N[C@@H](c2cccc(F)c2)C(C(=O)OC)=C1C | -21% | · | 18% | -16% | -1%&-12% | 0%&2% | -1% | 12%&-3% | 3%&53%
O=C(CSCc1ccco1)N1CCc2ccccc21 | -9% | -11 | -2% | -16% | ? | -2% | -9% | 30% | 23%
O=c1[nH]c(CN2CCN(c3ccccc3O)CC2)nc2ccccc12 | -2% | -7 | 10% | 4% | -10% | 1% | 3% | -6% | 26%
O=C(c1cc2ccccc2oc1=O)N(Cc1ccccc1)C1CCS(=O)(=O)C1 (stereo not given) | -8% | 8 | 15% | 8% | -14% | 3% | -2% | -5% | 3%
Cc1ccc(Nc2nc(Nc3ccc(C)cc3)nc(SC3=NCCS3)n2)cc1 | -11% | 8 | -13% | -3% | ? | -19% | -7% | 0% | 8%

Next structures follow.
SMILES	Pol kappa inh	RXFP1 antag	Pol iota inh	Pol eta inh	Anesthetic bind	BLM helicase inh	PGK inhibitor	APE1 inh	POLB inh
Cc1ccc(C)c(S(=O)(=O)NCCC(=O)N2CCCC(C(N)=O)C2)c1 (stereo not given)	-10%	-6	9%	-3%	·	·	5%	14%	·
O=C(/C=C(\O)c1ccccc1)C(=O)NNC(=O)c1ccccc1[N+](=O)[O-]	-5%	4	-18%	-5%	-14%	-5%	-1%	20%	-3%
Cc1cc(C)nc(N(C#N)Cc2cccc3ccccc23)n1	-18%	-2	-1%	-10%	105%[activator]	-8%	-4%	-2%	-25%
O=C(Nc1cc(C(F)(F)F)ccc1Cl)c1cc(S(=O)(=O)NCc2ccccc2)ccc1F	-7%[60.1 µM]	-5	1%	-11%	-19%	-3%	i	·	6%
Cc1ccccc1Nc1nnc(C)c(=O)[nH]1	-7%	-8	-3%	-18%	-6%	-2%	-9%	-3%	-1%
O=C(CNS(=O)(=O)c1ccccc1)NCC(=O)OCc1ccc(Br)cc1	1%	4	18%	-7%	-14%	-4%	-7%	1%	38%
CC(=O)Nc1ccc(S(=O)(=O)NCCc2csc(C)n2)cc1	1%	-13	12%	-1%	1%	-10%	-4%	2%	-1%
O=C(CCCn1c(SCC(=O)NCCc2ccccc2)nc2ccccc2c1=O)NCC1CCCO1 (stereo not given)	-4%	-22	136%[activator]	6%	-3%	-5%	-1%	4%	1%
CCc1cccc(C)c1NC(=O)NC1COc2ccccc2C1 (stereo not given)	1%[60.1 µM]	-9	6%	-9%	-11%	-3%	-3%	·	-10%
CC(=O)C1=C(C)NC(C)=C(C(C)=O)C1c1cn(-c2ccccc2)nc1-c1cccs1	-2%	-18	6%	-6%	-3%	-9%	i	11%	18%
COc1ccccc1-n1c(SCC(=O)N2CCc3ccccc32)nc2c(c1=O)SCC2	-7%	-3	20%	-14%	3%	-1%	-3%	-1%	-1%
COc1cc(C)ccc1OCc1cc(C(=O)N(C)CCCN2CCOCC2)no1	-10%	23	-8%	3%	1%	1%	0%	-9%	1%
O=C(CC1SC(N2CCCC2)=NC1=O)Nc1ccc(C(=O)NCCc2ccc(F)cc2)cc1 (stereo not given)	-2%	-15	36%[activator]	-5%	·	·	i	6%	·
CN(CCc1ccccc1)C(=O)c1cc(COc2cccc(C(F)(F)F)c2)on1	-21%	-1	-24%	-24%	?	-16%	2%	-15%	5%
Cc1cc(S(=O)(=O)N2CCCC2C(=O)N2CCOCC2)c(C)cc1Cl (stereo not given)	-5%	2	10%	-10%	-8%	1%	6%	5%	-9%
CC1CN(S(=O)(=O)c2cccc(C(=O)Nc3ccccc3N3CCCC3)c2)CC(C)O1 (stereo not given)	-14%	?	11%	-1%	·	·	-2%	16%	·

Compound activity as filed in PubChem BioAssay.
